High-throughput results from PubChem BioAssay.
A549 viability: A549 cytotoxicity, counter-screen for Nrf2 inhibitors; Potency, µM (highest dose often 46 µM), for inactives: at the highest dose activity change, negative = cytotoxicity, hits mostly inhibitors; A549 ARE-Fluc cells, CellTiter-Fluor viability, 18-24 h; 390,000 compounds, 0.16% hits; note: % is set by controls: 0 for no effect and ±100 for the full control effect
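A549 ARE-Fluc cells in 5% FBS OPTI-MEM, 5000 cells/well, rested 2 h then exposed to compounds in concentration-response for 18-24 h at 37 °C. Viability by CellTiter-Fluor fluorescence (Ex 405/Em 525) after 30 min; luciferase luminescence (BugLite, 15 min, RT) read afterwards.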
ATXN2 expr inh: ATXN2 expression inhibition | Potency, µM (doses to about 57 µM), inactives show at the highest dose activity change, negative = inhibition, actives largely listed as inhibitors | HEK-293 ATXN2-luciferase reporter, luminescence, 24 h | 360,000 compounds, 0.72% hits; note: % is set by controls: 0 for no effect and ±100 for the full control effect; nearly all actives have a fitted effect of over 55% in size
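qHTS (up to 57 uM final) was run with 24 h compound exposure of reporter cells at 37 °C. Each well was multiplexed: SteadyGlo luminescence measured ATXN2-luciferase expression after a fluorogenic Gly-Phe-AFC viability readout (25 uM final).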
MCF10A rerep: DNA re-replication induction in MCF 10a cells; MCF 10A DNA re-replication, Hoechst nuclear intensity, 48 h; Potency, µM (titrated, usually from 46.1 µM), for inactives: at the top dose activity, positive = re-replication, usual class: activators; 350,000 compounds, 2.9% hits; AID 624296; note: % of control where 0% means no effect; nearly all actives have a fitted effect of over 50% in size
Nrf2 block: Nrf2 pathway inhibition; A549 ARE-Fluc reporter, luciferase luminescence, 18-24 h; Potency, µM (series often up to 46 µM), for inactives: top-dose activity change, negative = inhibition, most hits filed as inhibitors; 360,000 compounds, 2.1% hits; AID 504444; note: % is set by controls: 0 for no effect and ±100 for the full control effect; nearly all actives have a fitted effect of over 60% in size
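Cells were seeded and rested 2 h, then exposed to compounds for 18-24 h. CellTiter-Fluor was read first as a viability measure. BugLite was added 15 min before the final luminescent read of ARE-luciferase activity in A549 cells.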
ATXN viability: cell viability loss in ATXN counter-screen. S2 cells (HEK-293 line with an ATXN2-luciferase reporter) viability, CellTiter-Fluor protease fluorescence, 24 h. Potency, µM (top dose mostly 56.7 µM), actives largely listed as cytotoxic. 400,000 compounds, 0.49% hits. AID 651635; note: nearly all actives have a fitted effect of over 40% in size
TGFb inhibitor: TGF-b pathway inhibition; HepG2 CAGA-GFP TGF-b/SMAD3 reporter, GFP fluorescence, 18 h; TGF-beta stimulated, 500 pg/mL final; Potency, µM (highest dose often 46.1 µM), for inactives: top-dose activity, negative = inhibition, actives largely listed as inhibitors; 410,000 compounds, 1.2% hits; note: % is set by controls: 0 for no effect and ±100 for the full control effect; nearly all actives have a fitted effect of over 65% in size
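Inhibition was scored as loss of TGF-beta-induced (500 pg/mL final, 18 hours, 37 degrees C) GFP in HEPG2 cells carrying a CAGA-GFP reporter, in DMEM with 1% FBS. Well GFP was summed per cell; Activity was normalised to unstimulated and stimulated DMSO wells, then concentration-response fitting.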
Nrf2 ARE act: Nrf2 pathway activation; AREc32 ARE-luciferase reporter (MCF7-derived line), luminescence, 24 h; Potency, µM (top dose mostly 46.1 µM), without a hit: at the top dose activation, most hits filed as activators; 410,000 compounds, 0.31% hits; AID 624171; note: % of control where 0% means no effect; nearly all actives have a fitted effect of over 65% in size
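Reporter line AREc32 (ARE-Fluc), seeded overnight in OPTI-MEM with 5% FBS; compound pin-transferred, 24 hr at 37 deg C, 5% CO2; luminescent read-out.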
HepG2 tox: HepG2 cytotoxicity, counter-screen for TGF-b inhibitors; HepG2 CAGA-GFP viability, ATP luminescence, 18 h; 410,000 compounds, 0.76% hits; Potency, µM (highest dose often 46.1 µM), for the others: top-dose activity change, negative = cytotoxicity, hits mostly cytotoxic; note: some results filed as inactive show a strong effect at the top dose
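CellTiter-Glo luminescence gave cytotoxicity after 18 hours at 37 degrees C. The cells were HepG2 CAGA-GFP in 1% FBS DMEM, stimulated with 500 pg/mL TGF-beta after compound addition. %Activity was normalised to no-cell wells (complete cell-killing) and DMSO (no toxicity), and curves were fitted and classified.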
EPAC2 antag: antagonists of human EPAC2; Q8WZA2; Potency, µM (highest dose often 114 µM), for inactives: at the highest dose activity, negative = inhibition, actives largely listed as inhibitors; AID 720708; 360,000 compounds, 0.18% hits; EPAC2 GEF exchange of Rap1B-BODIPY-GDP, fluorescence; note: % is set by controls: 0 for no effect and ±100 for the full control effect; nearly all actives have a fitted effect of over 45% in size; many of its hits are not listed in these tables
Target sequence (Q8WZA2 whole entry, looked up): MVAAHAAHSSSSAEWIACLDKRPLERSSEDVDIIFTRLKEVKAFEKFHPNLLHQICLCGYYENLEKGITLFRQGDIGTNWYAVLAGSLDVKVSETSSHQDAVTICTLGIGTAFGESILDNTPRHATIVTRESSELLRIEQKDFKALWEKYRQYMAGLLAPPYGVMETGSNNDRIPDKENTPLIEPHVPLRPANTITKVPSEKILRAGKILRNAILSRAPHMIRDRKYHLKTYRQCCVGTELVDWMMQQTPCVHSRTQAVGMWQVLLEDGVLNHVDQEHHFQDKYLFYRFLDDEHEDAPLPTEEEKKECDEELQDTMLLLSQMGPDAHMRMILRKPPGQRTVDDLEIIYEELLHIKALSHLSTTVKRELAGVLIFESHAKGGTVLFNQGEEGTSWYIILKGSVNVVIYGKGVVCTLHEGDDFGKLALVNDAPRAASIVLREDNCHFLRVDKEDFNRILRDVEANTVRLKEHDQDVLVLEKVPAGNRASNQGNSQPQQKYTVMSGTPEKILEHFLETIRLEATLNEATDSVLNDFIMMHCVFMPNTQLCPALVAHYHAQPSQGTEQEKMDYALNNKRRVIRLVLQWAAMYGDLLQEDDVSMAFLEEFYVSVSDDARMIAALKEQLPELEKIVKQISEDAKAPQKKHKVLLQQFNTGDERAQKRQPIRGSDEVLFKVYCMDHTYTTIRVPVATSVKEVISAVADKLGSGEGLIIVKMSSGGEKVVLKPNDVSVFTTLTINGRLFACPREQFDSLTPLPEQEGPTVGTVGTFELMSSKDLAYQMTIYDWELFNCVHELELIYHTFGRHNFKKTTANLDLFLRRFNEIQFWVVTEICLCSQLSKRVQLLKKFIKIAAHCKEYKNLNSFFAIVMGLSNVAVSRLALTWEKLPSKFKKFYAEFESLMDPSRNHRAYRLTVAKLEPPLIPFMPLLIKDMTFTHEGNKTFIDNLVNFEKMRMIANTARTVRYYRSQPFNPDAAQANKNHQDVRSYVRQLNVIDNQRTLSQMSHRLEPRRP
* marks the source's active call; other numbers are inactive results; i = inactive; u = inconclusive; x = not tested or not shown; [ ] = another dose, or the depositor's remark. Calls come from the whole dose curve; as a rule, active = well fitted curve in the direction sought with a large enough effect; inconclusive = small, poorly fitted or top-dose-only effect, or another doubt; inactive = no such curve, though single readings can be large; an effect the other way counts as inactive or inconclusive. Potency is the fitted concentration of half-maximal effect. Not all compounds are listed. The share of hits here may be higher or lower than overall.

SMILES | A549 viability | ATXN2 expr inh | MCF10A rerep | Nrf2 block | ATXN viability | TGFb inhibitor | Nrf2 ARE act | HepG2 tox | EPAC2 antag
Cc1cccc(NC(=S)NCCN2CCOCC2)c1C | 11% | 6% | -4% | 3% | i | -7% | 1.9% | -2% | -5%
COc1ccccc1CNC(=O)c1ccc(OCc2c(C)noc2C)c(OC)c1 | 0% | 3% | -1% | -23% | i | 9% | 0.6% | -17% | -1%
O=C(NCc1cccc(Cl)c1)c1ccc2c(c1)OCO2 | 7% | 2% | -2% | 2% | i | -1% | -0.1% | -20% | -4%
Cc1cc(C(=O)NCc2cccc(Br)c2)c2c(C)nn(-c3ccccc3)c2n1 | -1% | 3% | x | 4% | i | 0% | 0.3% | 4% | x
Cc1ccc(Nc2nc(OC(C(F)(F)F)C(F)(F)F)nc(N3CCOCC3)n2)cc1 | u | -14% | u | x | i | 25% | 1.9% | -37% | -6%
N#CCC(=O)Nc1sc2c(c1C(N)=O)CCCC2 | 0% | -10% | 23µM* | -7% | i | -3% | 3.6% | -1% | -18%
O=C(COC(=O)c1ccc(O)cc1)Nc1ccc2[nH]c(=O)[nH]c2c1 | -6% | 5% | -7% | 0% | i | -12% | -0.7% | 10% | 5%
Cc1ccccc1NS(=O)(=O)c1cc(C(=O)Nc2cccc([N+](=O)[O-])c2)ccc1C | u | u | u | u | u | -46% | 6.0% | -1% | 4%
Nn1c(SCC(=O)Nc2ccc(F)cc2)nnc1C1CCCCC1 | -9% | -1% | 135%[0.0737 µM] | 2% | i | -19% | 0.3% | 0% | 11%
O=C(NCc1ccco1)c1ccc(Br)s1 | 0% | 1% | 1% | 6% | i | -6% | 12% | -6% | -4%
CC(=O)NS(=O)(=O)c1ccc(NC(=O)c2ccccc2F)cc1 | -5% | 4% | -7% | 1% | i | 1% | 0.1% | -2% | 10%
COc1cccc(CNC(=O)C2CCC(CNc3c(N4CCC(C)CC4)c(=O)c3=O)CC2)c1 (configuration not stated) | 6% | 2% | -2% | 3% | i | 0% | -0.8% | -10% | -9%
Cc1nn(CC(=O)NCc2ccc(OC(C)C)cc2)c(=O)c2c(C)n(-c3ccc(Cl)cc3)nc12 | -12% | x | x | x | x | -1% | -1.0% | 1% | x
COC(=O)c1ccc(/C=N/Nc2nc3ccccc3[nH]2)cc1 | 0% | 0% | -6% | 9% | i | -5% | 2.8%[9.22 µM] | -5% | 6%
CSc1ccc(CN2CCC(n3nccc3NC(=O)C3CCOC3)CC2)cc1 (configuration not stated) | -6% | -4% | 5% | -1% | i | 3% | -0.3% | 20% | 1%
O=Nc1c2cc(-c3ccccc3)[nH]nc-2c2ccccc12 | -3% | x | 8% | u | u | 2% | 11% | -59% | 1%
O=C(CC1SC(=Nc2ccc(OC(F)F)cc2)N(CCN2CCOCC2)C1=O)Nc1ccccc1 (configuration not stated) | -11% | x | 16% | u | i | -16% | 3.2% | -21% | -9%
CN(/N=C/c1cccnc1)c1cnn(-c2ccc(F)c(Cl)c2)c(=O)c1Cl | -2% | -1% | -180%[0.0737 µM] | 6% | i | 1% | 5.1% | 3% | 6%
CC(C)(C)C1CCC2(CC1)SCC(=O)N2c1ccccc1 (configuration not stated) | -1% | 5% | 1% | -2% | i | 16% | 0.0% | 5% | 5%
Cc1ccc(S(=O)(=O)N2CCOCC2)cc1NC(=O)COC(=O)COc1ccccc1[N+](=O)[O-] | 1% | -2% | 0% | 5% | i | -3% | 0.0% | 0% | 1%
COc1ccc(C(=O)Nc2ccccc2C(=O)Nc2ccc(C(=O)O)cc2)cc1 | 3% | 17% | -1% | -2% | i | 4% | 0.4% | -26% | -3%
COc1ccc(C(=O)c2ccccc2)c2c(O)ccc(C(=O)c3ccccc3)c12 | -8% | -28% | u | -5% | i | u | 0.7% | 4% | 5%
COCCNS(=O)(=O)c1ccc2c(c1)n(C)c(=O)n2C | -2% | -5% | -5% | -7% | i | 9% | 0.0% | -50% | -1%
O=C1/C(=C/c2ccccn2)COc2ccccc21 | 3% | 14% | u | 37% | i | -6% | 19% | -17% | -13%
O=C(/C=C/c1ccc(F)cc1)NC(=S)NNC(=O)c1cnccn1 | -14% | u | 4% | u | u | 17% | -1.0% | 1% | -1%
CCOC(=O)c1c(S(=O)(=O)NCC(=O)Nc2ccc(F)cc2)c(C)n(C)c1C | 7% | -1% | -1% | -15% | i | 1% | -0.4% | -5% | -2%
O=C(O)CCC(=O)Nc1cccc(-c2nnc(-c3ccccc3)o2)c1 | -1% | x | -4% | 10% | i | 6% | 0.1% | 8% | -3%
Cc1oc(-c2cccc(Cl)c2)nc1CN1CCC(C(=O)NCCc2ccc(Cl)cc2)CC1 | -7% | 1% | x | -11% | i | -1% | -0.8% | -16% | x
Cc1onc(-c2c(Cl)cccc2Cl)c1C(=O)O/N=C(\C#N)c1ccccc1 | 6% | -29% | u | -7% | i | 20% | -2.1% | -5% | 7%
Cc1ccccc1C1=N/C(=C/c2cccs2)C(=O)O1 | 1% | x | -2% | -6% | i | -14% | 5.9% | -21% | 1%[57.1 µM]
COC(=O)[C@@]1(Cc2ccc(OC)cc2)[C@H]2c3cc(C(=O)N4CCCC4)n(Cc4ccc(S(C)(=O)=O)cc4)c3C[C@H]2CN1C(=O)c1ccccc1 | x | -5% | x | x | i | x | 3.7% | x | -13%
CCn1c(SCC(=O)Nc2ccc3c(c2)OCCO3)nnc1C1CC1 | -1% | 3% | -14% | -12% | i | 1% | -0.6% | 2% | 4%
Fc1ccc(NCc2n[nH]c(=S)n2Cc2ccccc2)cc1 | -5% | -26% | -2% | 3% | i | -4% | -0.4% | 0% | 2%
O=C(COc1ccccc1)Nc1cc(NC(=O)COc2ccccc2)cc(C(=O)O)c1 | 2% | 15% | 1% | 10% | i | -2% | -0.7% | -1% | 5%
CCNC(=O)NS(=O)(=O)c1cnccc1Nc1cccc(Cl)c1 | -7% | 1% | -6% | 1% | i | u | 0.3% | 13% | 3%
CC12CCC(C(=O)Nc3nc4ccc(Br)cc4s3)(OC1=O)C2(C)C (configuration not stated) | 5% | 77%[activator] | 15% | -3% | i | -10% | 9.4% | -6% | -13%
CC1(C(=O)NS(=O)(=O)c2ccc(C#N)cc2)CCN1C(=O)C1(c2ccc(Cl)cc2)CCC1 (configuration not stated) | x | -9% | x | x | i | 2% | 0.2% | -18% | -27%
Cc1nn(-c2ccccc2)nc1CNC(=O)c1ncoc1-c1ccccc1 | 3% | x | 23µM* | u | i | u | 2.6% | -15% | -11%
Cc1ccc(CNC(=O)C2CCN(S(=O)(=O)c3c(C)noc3/C=C/c3cccs3)CC2)cc1 | 12% | x | x | 7% | x | u | 4.1% | -24% | x
c1nc(NCC2(N3CCOCC3)CCCCC2)c2ccsc2n1 | -2% | 8% | 15% | -20% | i | -4% | 0.2% | -14% | -1%

An excerpt from above, limited to ATXN2 expr inh, A549 viability and HepG2 tox:
Molecule | ATXN2 expr inh | A549 viability | HepG2 tox
O=C1/C(=C/c2ccccn2)COc2ccccc21 | 14% | 3% | -17%
O=C(/C=C/c1ccc(F)cc1)NC(=S)NNC(=O)c1cnccn1 | u | -14% | 1%
CCOC(=O)c1c(S(=O)(=O)NCC(=O)Nc2ccc(F)cc2)c(C)n(C)c1C | -1% | 7% | -5%
O=C(O)CCC(=O)Nc1cccc(-c2nnc(-c3ccccc3)o2)c1 | x | -1% | 8%

(list continues)
SMILES | A549 viability | ATXN2 expr inh | MCF10A rerep | Nrf2 block | ATXN viability | TGFb inhibitor | Nrf2 ARE act | HepG2 tox | EPAC2 antag
COc1ccc(OC)c(N=c2ssnc2Cl)c1 | 1% | -5% | u | -1% | i | 10% | 14% | -27% | 1%
O=C(CCn1c(=O)c2ccccc2n(Cc2cccc([N+](=O)[O-])c2)c1=O)N1CCc2ccccc2C1 | 2% | -12% | 26% | 2% | i | -3% | 1.8% | 12% | u
O=C(COC(=O)c1ccccc1Br)NC1CCCCCCC1 | 13% | 11% | 14% | u | i | 5% | 1.7% | 4% | 14%
CS(=O)(=O)N1N=C(c2ccccc2)CC1c1cccs1 (configuration not stated) | -2% | 8% | 1% | 25% | i | -5% | 3.1% | -3% | 0%
COc1ccc(NC(=O)c2cc(OC)c(OC)cc2OC)c(S(=O)(=O)N2CCOCC2)c1 | 2% | -2% | 3% | 11% | i | -2% | -0.9% | 11% | 14%
CCOC(=O)c1sc2ccccc2c1S(=O)(=O)Nc1ccc(N(C)C)cc1 | -2% | 21% | x | 4% | i | u | 12% | -18% | x
CCc1nc2c(OCCC3CCCCC3)cccn2c1N(C=O)Cc1ccccc1 | x | u | x | x | u | u | -1.7% | -95% | -10%
O=C(NNC(=O)c1ccccc1F)c1cccc(S(=O)(=O)N2CCc3ccccc32)c1 | -1% | x | -3% | -9% | i | u | 6.6% | -18% | 4%
O=C1CC(Sc2nnc(-c3ccccc3O)o2)C(=O)N1c1ccccc1 (configuration not stated) | 4% | u | -6% | 1% | u | u | 4.7% | -47% | 1%
CCC1CCCCN1CCCNC(=O)C1CCN(Cc2nc(-c3ccc(Cl)cc3)oc2C)CC1 (configuration not stated) | u | x | u | u | u | u | -1.4% | -75% | -9%
Cc1cc(N)n(-c2ccc(S(=O)(=O)N3CCOCC3)cc2[N+](=O)[O-])n1 | -6% | 2% | -3% | -11% | i | -8% | -0.5% | -1% | 2%
Cc1ccc(N(CC(=O)NCCSc2ccccn2)S(C)(=O)=O)cc1 | -2% | -11% | 4% | 0% | i | 1% | -0.2% | 6% | 12%
COc1c2c(cc3oc(=O)ccc13)OC(C)(C)C=C2 | 2% | 39% | 1% | u | i | 7% | 5.8% | -25% | -15%
O=C(CSC1=NS(=O)(=O)c2ccccc2N1)NCc1ccc(F)cc1 | -6% | -6% | -2% | -6% | i | 1% | -0.6% | -4% | -7%

One compound at a time (already shown). Order of screens: A549 viability, ATXN2 expr inh, MCF10A rerep, Nrf2 block, ATXN viability, TGFb inhibitor, Nrf2 ARE act, HepG2 tox, EPAC2 antag
`O=C(CSC1=NS(=O)(=O)c2ccccc2N1)NCc1ccc(F)cc1` is listed with -6%, -6%, -2%, -6%, i, 1%, -0.6%, -4%, -7%
`Cc1ccc(N(CC(=O)NCCSc2ccccn2)S(C)(=O)=O)cc1` is listed with -2%, -11%, 4%, 0%, i, 1%, -0.2%, 6%, 12%
